# MITF TRPM1 inh: inhibitors of MITF-dependent TRPM1 promoter reporter, primary screen, cell-based, SK-MEL-5, single point, luciferase | SK-MEL-5 TRPM1 promoter luciferase, 24 h | inhibition, % at 12.5 µM | 0.83% of 330,000 active;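 active = mean inhibition across replicates of 60% or more, whatever share of single replicates reaches that level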; also: values of inactives mirror those of a sister screen read the other way
# KKLEB cytotox: cytotoxicity in KKLEB CF airway cells, primary screen, cytotoxicity control for CF NF-kB inhibitor project, cell-based, uHTS, fluorescence assay plates; 0.36% of 360,000 active; activity change (cytotoxicity), % at 5 µM; AID 602141, 2011; KKLEB CF airway cells viability, ATPlite luminescence, overnight; active compounds read low; cells stimulated with P. aeruginosa culture filtrate;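 active = corrected activity change at or below -50% at 5 µM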
# TROY signal inh: inhibitors of TROY-driven NF-kB signaling, primary screen, Q293 LMP1-TROYcd cells, NF-kB luciferase, uHTS. 0.98% of 360,000 active. Q293 LMP1-TROYcd NF-kB luciferase reporter, 4 h. inhibition, % at 10 µM;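 active = compounds whose plate-normalised and pattern-corrected inhibition of the luciferase reporter signal at the single screening dose is 50% or more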
# NR2E3 ag-1: NR2E3 agonists in two-hybrid cells, primary screen, cell-based, luminescence, CHO-S, Gal4-NCOR/VP16-NR2E3. Photoreceptor-specific nuclear receptor (Homo sapiens), Q9Y5X4. luciferase. inhibition of corepressor binding, % at 3.98 µM. 0.35% of 360,000 active. AID 602229, 2012;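 active = inhibition above the mean of all tested compounds plus 3 SD, cut at about 70% in these data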;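 also: 0% = DMSO with NR2E3 transfected cells and 100% = cells lacking NR2E3 construct; higher means lower luciferase signal from less NR2E3 corepressor binding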
# Target sequence (Q9Y5X4 whole entry, looked up, the tested form may be a part): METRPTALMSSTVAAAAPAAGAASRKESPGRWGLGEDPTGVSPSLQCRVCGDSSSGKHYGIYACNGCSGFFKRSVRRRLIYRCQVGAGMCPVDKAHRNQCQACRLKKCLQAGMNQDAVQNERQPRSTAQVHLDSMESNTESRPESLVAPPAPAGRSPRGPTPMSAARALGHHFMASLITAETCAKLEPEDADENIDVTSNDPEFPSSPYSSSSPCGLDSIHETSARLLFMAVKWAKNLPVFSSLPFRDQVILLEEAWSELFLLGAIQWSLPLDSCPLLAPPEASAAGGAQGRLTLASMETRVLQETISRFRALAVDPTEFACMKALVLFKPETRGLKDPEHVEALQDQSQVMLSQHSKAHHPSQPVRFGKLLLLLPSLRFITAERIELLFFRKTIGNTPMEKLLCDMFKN
# CF NFkB block: inhibitors of PAF-induced NF-kB signaling, primary screen, cell-based, GFP fluorescence, uHTS; KKLEB NF-kB-GFP reporter, GFP fluorescence overnight; inhibition, % at 5 µM; 0.86% of 360,000 active;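 active = at least 50% inhibition at 5 µM, scaled per plate between neutral and stimulator controls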;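 also: PAF is a Pseudomonas aeruginosa culture filtrate used as stimulus; plate controls were PAF-stimulated DMSO wells for no effect and unstimulated DMSO wells for full effect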
# HIF-2a block: HIF-2a reporter inhibitors, primary screen, luminescence, 786-0 RCC cells; 786-0 RCC cells HIF-2a reporter, luciferase luminescence, overnight; inhibition, % at 18.8 µM; 0.72% of 360,000 active; AID 624352, 2012;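 active = inhibition of the luminescence signal of 40% or more relative to plate controls, in a single-dose primary screen at 18.75 µM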
# TWEAK Fn14 block: inhibitors of TWEAK-Fn14 signaling, primary screen, luciferase reporter cells, uHTS; TWEAK-stimulated Fn14 reporter cells, luciferase luminescence, 8 h; inhibition, % at 10 µM; 2% of 360,000 active; in the data active = inhibition above about 50%
# Peg3 prom inh: Peg3 promoter-driven luciferase inhibitors, primary screen, cell-based, HeLa, luciferase luminescence. HeLa PEG-Prom luciferase reporter, overnight. inhibition, % at 20 µM. 1.7% of 360,000 active;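 active = inhibition of at least 50% at 20 µM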
# NR2E3 ag-2: inhibitors of NR2E3-RetCOR corepressor binding, primary screen, NR2E3 agonist project, biochemical, TR-FRET, GST-NR2E3, biotin-RetCOR | AID 2300, 2010 | Photoreceptor-specific nuclear receptor (Homo sapiens), Q9Y5X4 | inhibition of corepressor binding, % at 4.78 µM | 1536-well | 0.12% of 320,000 active;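 active = percent inhibition above the cutoff of mean plus 3 SD of all tested compounds, set per screening campaign, cut at about 20% in these data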;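 also: 0% = DMSO wells and 100% = biotin wells as full block of FRET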
#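 Material: NR2E3–RetCOR corepressor complex | Quantity: 1.35 nM GST-tagged NR2E3 final | Schedule: 5 h at 4 °C | Replication: Singlicate compound wells | Reagent: RetCOR corepressor, biotinylated, 7 nM | Controls: Biotin wells as high control, 0.6% DMSO wells as low control | Signal: TR-FRET, Eu(K)-anti-GST donor, streptavidin-D2 acceptor, ex 340, em 617/671 nm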
# TRAIL sens C8: viability loss with TRAIL in NB7+C8 cells, primary screen, TRAIL sensitizer project, cell-based, ATPlite luminescence. AID 624354, 2012. 1% of 360,000 active. inhibition (viability loss, TRAIL sensitization), % at 10 µM;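 active = compounds causing at least 50% loss of cell viability in the single-dose screen, relative to plate controls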
# Shn3 3UTR inh: reduction of Shn3 3'UTR firefly luciferase signal, primary screen, Schnurri-3 inhibitor project, cell-based, Clone20 osteoblasts, set 2; Clone20 osteoblast Shn3 3'UTR firefly luciferase, 24 h; inhibition, % at 12.5 µM; 0.52% of 360,000 active; AID 588674, 2011;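 active = mean inhibition of at least 75% with every replicate also reaching 75%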;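 also: 0% = median of neutral control wells and 100% = pilot-screen positive control compound; some compounds past the cut are filed as inactive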
# Active calls of the source: *; . = no result given. An excerpt; count on the stated rates, not on these rows.
SMILES,MITF TRPM1 inh,KKLEB cytotox,TROY signal inh,NR2E3 ag-1,CF NFkB block,HIF-2a block,TWEAK Fn14 block,Peg3 prom inh,NR2E3 ag-2,TRAIL sens C8,Shn3 3UTR inh
CN=C1CN(O)C(c2ccccc2)=c2cc(Cl)ccc2=N1,1.7,-3.1,-0.2,-9.2,29.8,-16.7,8.4,4.2,3.4,-13.3,-5.0
COCCNC(=O)c1ccc(N2CC3CC(C2)c2cccc(=O)n2C3)c([N+](=O)[O-])c1 (configuration not stated),-6.8,3.1,7.9,-11.8,-3.7,8.5,1.1,6.2,1.8,-30.3,-26.2
COc1ccc(CCNCc2c(OC)ccc3ccccc23)cc1,-19.0,-0.8,8.6,-15.8,-3.2,16.9,3.7,10.0,-0.3,14.2,18.3
O=c1[nH]c(=O)n(-c2ccc(F)cc2)c(O)c1/C=C1\C=Nc2ccccc21,-4.2,10.1,-9.5,-11.8,-18.5,24.1,14.8,13.3,0.5,-3.5,-13.3
CCCCCC(=O)N[C@@H](c1ccccc1)[C@@H](O)C(=O)O[C@H]1C[C@@]2(O)[C@@H](OC(=O)c3ccccc3)C3[C@](C)(C(=O)[C@H](O)C(=C1C)C2(C)C)[C@@H](OC1OCC(O)C(O)C1O)C[C@H]1OC[C@@]31OC(C)=O (some centres not stated),22.4,-8.0,5.1,-6.6,6.7,9.7,14.2,23.3,-0.3,2.7,3.6
O=c1cccc2n1CC1CC2CN(CC(O)CN2CC3CC(C2)c2cccc(=O)n2C3)C1 (configuration not stated),2.9,3.9,0.8,-14.0,11.4,13.5,8.9,-7.0,0.7,0.3,-15.3
CC(C(=O)c1cn(C)c2ccccc12)c1ccccc1 (configuration not stated),-2.6,5.4,4.6,-9.3,10.9,5.2,-30.5,13.7,-3.4,-1.8,9.4
Fc1ccccc1N1CCN(Cc2ccc3c(c2)OCO3)CC1,4.3,10.2,-20.3,-17.6,-19.8,-3.5,-5.7,2.9,-1.3,-7.3,1.7
CCN(CC)P(=O)(c1n(CC)cc[n+]1CC)N(CC)CC,1.6,3.6,1.7,-0.7,3.9,13.9,13.0,10.8,2.2,9.0,1.3
Cn1c(=O)n(C)c2cc([N+](=O)[O-])c(N3CCNCC3)cc21,2.5,-11.5,-4.2,-13.3,14.7,13.8,-12.3,14.0,-0.7,-15.1,12.5
CC1CN2c3ccc([N+](=O)[O-])cc3CC3(C(=O)N(C)C(=O)N(C)C3=O)C2C(C)O1 (configuration not stated),-8.2,-4.8,12.0,17.6,7.5,14.6,-9.4,13.8,-1.6,10.9,-7.9
CN1CCN(c2ccc([N+](=O)[O-])c(N)c2)CC1,-2.6,1.3,-2.1,-0.6,-12.6,9.9,-18.1,0.2,-0.1,0.4,4.0
CC(C)CCNC(=O)c1c(N)n(Cc2ccc3c(c2)OCO3)c2nc3ccccc3nc12,-1.9,-8.8,59.7*,-7.5,9.9,-2.0,48.7,45.4,3.6,11.8,25.2
CC1(C)C(c2ccccc2)=NC(c2cccnc2)=[N+]1[O-],4.2,1.5,1.3,7.2,7.5,-5.1,16.5,-7.2,2.4,-5.7,1.5
CN1C(=O)N(C)C(=O)C2(Cc3cc([N+](=O)[O-])ccc3N(C)C2)C1=O,-5.3,-4.3,-4.2,-13.7,2.8,7.4,5.0,18.0,2.2,14.1,-31.0
C/C(=N\NC(=S)Nc1ccccc1)c1c(O)n(C)c(=O)n(C)c1=O,5.9,1.7,-24.2,-113.9,-1.2,-32.0,-20.2,5.6,2.5,-7.7,1.5
O=c1cccc2n1CC1CC2CN(C(c2ccccc2)c2sc3ncnn3c2O)C1 (configuration not stated),.,-2.6,4.3,3.9,-3.3,-6.6,-6.2,-3.1,0.3,2.9,-21.7
C/C(=N\Nc1ccccc1)c1c(O)[nH]c(=O)[nH]c1=O,14.8,-2.9,-4.0,17.5,17.3,21.5,-30.8,18.0,-1.0,-6.6,4.7
Cc1cc(NC(=O)COC(=O)c2c(C)nn(Cc3ccccc3Cl)c2C)no1,-10.2,-0.9,4.1,-3.0,9.1,19.4,-7.9,10.6,0.3,-13.3,19.7
O=c1[nH]c(=O)n(Cc2ccco2)c(O)c1C=NC1CCN(Cc2ccccc2)CC1,.,-20.3,8.3,-3.9,7.5,17.8,9.9,11.7,-1.8,-0.9,-4.7
COc1cc2c(cc1OC)C(C(=O)N1CCC3(CC1)OCCO3)C(c1ccccc1F)N(C)C2=O (configuration not stated),14.4,-3.5,-1.6,-36.5,1.4,15.0,26.0,17.9,1.8,-18.7,9.2
CCOc1cc2c(cc1OCC)-n1cccc1C(c1c(O)cccc1OC)NC2 (configuration not stated),11.5,-15.7,-7.0,-19.1,23.8,11.8,6.5,27.8,1.3,5.7,17.9
CCOC(=O)N1CCN(C(C)C(=O)c2c[nH]c3ccccc23)CC1 (configuration not stated),27.4,-6.6,7.1,9.9,-14.5,7.7,-12.3,23.3,-1.6,-20.5,4.3
O=C(CNC(=O)OCc1ccccc1)Nc1ccc(Br)cc1C(=O)c1ccccc1,33.4,0.5,15.7,13.1,-5.4,25.0,20.2,19.4,-1.9,37.2,-10.4
Clc1cccc(Cl)c1Cl,-10.8,-9.6,-15.8,5.0,-16.0,2.7,-1.7,-19.7,-0.8,-2.2,-9.9
CC[C@H]1CN2CC[C@@]3(C(=O)Nc4ccccc43)[C@@H]2C[C@@H]1/C(=C\OC)C(=O)OC,.,-1.7,0.1,-10.6,-13.6,6.0,-3.5,4.0,1.2,4.6,15.4
CC(=O)C1C2c3ccccc3OC1(C)N=c1s/c(=C/c3cn(C)nc3C)c(=O)n12 (configuration not stated),8.2,4.8,-17.5,-1.0,0.4,-4.7,13.8,-25.8,1.4,-9.3,-1.5
CN(C)P(=O)(CCl)Nc1ccccc1 (configuration not stated),-6.0,-0.1,5.8,19.0,-7.9,13.2,16.8,-8.2,3.3,5.3,-12.8
Cc1cc(C)c(-n2c(O)c(/C=N/N3CCCCC3c3cccnc3)c(=O)[nH]c2=O)c(C)c1 (configuration not stated),-6.8,10.5,-12.4,10.7,-6.2,16.3,11.0,-0.5,-1.5,3.3,7.4
O=c1[nH]c2ccccc2n1C1CCN(C(c2cccs2)c2nnnn2-c2ccc3c(c2)OCCO3)CC1 (configuration not stated),.,-79.4*,27.1,22.4,87.1*,-35.7,49.1,76.6*,.,2.9,61.0
CCn1cc(/C=c2/sc3n(c2=O)C2c4ccccc4OC(C)(N=3)C2C(=O)OC)c(C)n1 (configuration not stated),0.0,-11.3,27.2,14.6,25.1,26.6,0.9,16.1,-0.1,-9.6,-10.6
O=C1N(c2nncs2)CCN1[N+](=O)[O-],-10.7,-0.7,-12.9,-7.2,7.3,11.1,7.5,-9.2,-2.6,-10.2,-33.3
C[C@]12CC[C@@H](O)CC1=CC(=O)C1C2CC[C@]2(C)C(=O)[C@H](O)CC12 (some centres not stated),.,18.7,-6.0,-12.0,-25.9,7.5,3.4,5.8,.,2.7,-4.9
CCOP(=O)(OCC)c1cccc(O)c1,2.5,-3.7,10.3,-0.4,4.5,6.4,-16.5,-8.0,5.6,-11.2,-2.1
O=C(Nc1ccc(Cl)cc1C(=O)c1ccccc1)c1ccc(Br)o1,-10.4,-12.6,16.7,-8.2,4.3,9.0,-2.2,2.7,2.2,-3.8,-11.9
CCS(=O)(=O)NCc1nnc2n1-c1ccc(Cl)cc1C(c1ccccc1)=NC2,-4.4,-1.5,9.9,15.3,14.3,10.6,9.8,2.9,0.8,15.3,18.3
O=C(NCC1=C(c2ccc3ccccc3c2)C[C@@H]2CC[C@H]1N2Cc1ccco1)c1ccncc1,.,0.4,3.3,-14.1,-6.6,-5.7,13.8,-19.1,.,13.4,-4.4
CCc1nnc(NC(=O)CCc2nc(C3=CCN(C)CC3)no2)s1,-16.0,0.0,8.2,-8.9,-6.9,6.7,-1.5,1.2,11.6,-0.2,-8.7
CCCC[n+]1cc(=N)o[n-]1,-4.2,12.4,6.9,3.6,3.8,1.0,-10.8,-3.4,-2.4,-1.3,3.2
O=S1(=O)N(Cc2ccc(F)cc2)CCCN1Cc1ccccc1Cl,4.6,-1.2,14.6,-46.2,-5.5,11.3,-2.7,8.4,-3.4,4.8,-5.3

# Entries of single compounds, looked up by structure:
# Shown for CCCCCC(=O)N[C@@H](c1ccccc1)[C@@H](O)C(=O)O[C@H]1C[C@@]2(O)[C@@H](OC(=O)c3ccccc3)C3[C@](C)(C(=O)[C@H](O)C(=C1C)C2(C)C)[C@@H](OC1OCC(O)C(O)C1O)C[C@H]1OC[C@@]31OC(C)=O (some centres not stated) : MITF TRPM1 inh: 22.4; KKLEB cytotox: -8.0; TROY signal inh: 5.1; NR2E3 ag-1: -6.6; CF NFkB block: 6.7; HIF-2a block: 9.7; TWEAK Fn14 block: 14.2; Peg3 prom inh: 23.3; NR2E3 ag-2: -0.3; TRAIL sens C8: 2.7; Shn3 3UTR inh: 3.6
# Shown for C[C@]12CC[C@@H](O)CC1=CC(=O)C1C2CC[C@]2(C)C(=O)[C@H](O)CC12 (some centres not stated) : MITF TRPM1 inh: .; KKLEB cytotox: 18.7; TROY signal inh: -6.0; NR2E3 ag-1: -12.0; CF NFkB block: -25.9; HIF-2a block: 7.5; TWEAK Fn14 block: 3.4; Peg3 prom inh: 5.8; NR2E3 ag-2: .; TRAIL sens C8: 2.7; Shn3 3UTR inh: -4.9

# (listing goes on)
SMILES,MITF TRPM1 inh,KKLEB cytotox,TROY signal inh,NR2E3 ag-1,CF NFkB block,HIF-2a block,TWEAK Fn14 block,Peg3 prom inh,NR2E3 ag-2,TRAIL sens C8,Shn3 3UTR inh
Cc1ccccc1O,-3.5,16.1,-1.2,-34.4,-12.1,5.3,-5.9,7.9,.,-4.2,-3.3
O=C(Nc1cccc2ccccc12)N1Cc2ccccc2-n2nncc2C1,.,-12.1,22.6,-8.6,-15.9,9.9,21.6,-2.9,.,-8.3,-9.5
CCn1cc(C(=O)c2ccccc2)c2ccccc21,-7.0,4.9,10.7,-5.5,-20.0,-12.4,8.8,0.4,-1.7,-2.4,5.4
CC12CN3CC(C)(CN(C1)C31CCOCC1)C2=O,0.9,-9.4,5.2,-9.5,-7.8,11.4,8.3,13.6,-1.9,-2.5,-6.7

# Compound activity: PubChem, several laboratories
